High-throughput results (PubChem BioAssay)
Wnt bcat act: Wnt/beta-catenin pathway activators, primary screen, cell-based, plate reader, single point. activation, % at 9.35 µM. Wnt/beta-catenin reporter cell assay, activator. AID 743398, 2014. 1.2% of 300,000 active; in the data active = activation above about 30%, passing the limit was not always enough; inconclusive = no clear call, values can overlap the other calls;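 also: 0% = neutral control wells and 100% = positive control wells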
PvdQ inh: P. aeruginosa PvdQ acylase inhibitors, primary screen, biochemical, fluorescence, plate reader and imaging, single point. purified PvdQ acylase. inhibition, % at 10 µM. 0.063% of 340,000 active. AID 488965, 2010; in the data active = inhibition above about 30%, passing the limit was not always enough; inconclusive = no clear call, values can overlap the other calls;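 also: 0% = vehicle neutral wells and 100% = reference inhibitor wells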
CDK5 p35 inh: inhibitors of human CDK5/p35 kinase, primary screen, biochemical, single concentration; AID 488839, 2010; 0.01% of 330,000 active; inhibition, % at 10 µM; Recombinant CDK5/p35, ADP-Glo luminescence, 60 min; Cyclin-dependent kinase 5 (Homo sapiens) + Cyclin-dependent kinase 5 activator 1 (Homo …;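 active = highest replicate inhibition of at least 50% and at least 75% of replicates reaching 50%; inconclusive = only one of the two criteria met; inactive = both criteria failed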;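 also: plate controls were DMSO neutral control for no effect and GW8510 at 10 µM for full effect; many of its hits are not listed in these tables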
Target sequence (Q00535 whole entry, looked up): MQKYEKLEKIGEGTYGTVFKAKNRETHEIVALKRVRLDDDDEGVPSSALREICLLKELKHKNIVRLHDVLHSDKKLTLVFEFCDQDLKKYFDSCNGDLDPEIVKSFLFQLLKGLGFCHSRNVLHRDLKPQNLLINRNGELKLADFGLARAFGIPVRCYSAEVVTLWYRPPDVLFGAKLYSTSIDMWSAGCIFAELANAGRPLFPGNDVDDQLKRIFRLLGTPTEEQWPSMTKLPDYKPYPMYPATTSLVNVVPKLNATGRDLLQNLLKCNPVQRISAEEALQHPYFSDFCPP
Target sequence (Q15078 whole entry, looked up): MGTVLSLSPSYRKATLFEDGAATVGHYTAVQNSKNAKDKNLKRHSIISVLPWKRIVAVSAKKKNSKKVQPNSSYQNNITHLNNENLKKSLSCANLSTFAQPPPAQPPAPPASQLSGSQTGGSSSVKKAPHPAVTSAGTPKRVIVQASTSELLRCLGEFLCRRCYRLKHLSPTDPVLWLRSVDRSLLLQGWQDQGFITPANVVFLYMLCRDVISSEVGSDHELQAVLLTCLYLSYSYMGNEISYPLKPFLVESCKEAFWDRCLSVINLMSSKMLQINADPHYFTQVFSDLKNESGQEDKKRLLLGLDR
SR-BI DiI inh: inhibitors of SR-BI mediated HDL lipid uptake, primary screen, ldlA[mSR-BI] cells, fluorescence, single point | Scavenger receptor class B member 1 (Mus musculus), Q61009 | ldlA[mSR-BI] CHO cells, DiI-HDL uptake fluorescence, 3 h | inhibition, % at 12.5 µM | 0.96% of 320,000 active | AID 488896, 2010;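 active = mean replicate inhibition of at least 70% and a set share of replicates each scoring 70 or more; inconclusive = meets just one of the two criteria; inactive = fails both criteria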;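 also: 0% = median of neutral control wells and 100% = median of positive control wells; values of inactives mirror those of a sister screen read the other way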
Target sequence (Q61009 whole entry, looked up): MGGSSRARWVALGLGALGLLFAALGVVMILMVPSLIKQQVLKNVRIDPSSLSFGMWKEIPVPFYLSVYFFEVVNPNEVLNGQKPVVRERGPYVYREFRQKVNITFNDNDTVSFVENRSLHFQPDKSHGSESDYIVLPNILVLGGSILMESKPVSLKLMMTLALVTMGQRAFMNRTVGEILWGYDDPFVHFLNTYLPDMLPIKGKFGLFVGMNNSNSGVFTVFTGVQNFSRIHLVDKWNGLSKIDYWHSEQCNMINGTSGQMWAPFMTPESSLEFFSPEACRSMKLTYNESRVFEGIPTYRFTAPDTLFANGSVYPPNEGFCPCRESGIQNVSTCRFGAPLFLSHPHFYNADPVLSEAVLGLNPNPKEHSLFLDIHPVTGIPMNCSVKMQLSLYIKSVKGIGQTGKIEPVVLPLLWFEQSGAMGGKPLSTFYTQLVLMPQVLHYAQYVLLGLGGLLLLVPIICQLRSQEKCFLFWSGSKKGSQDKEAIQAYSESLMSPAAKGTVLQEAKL
MITF TRPM1 HTS: activators of MITF-driven TRPM1 promoter reporter, primary screen, cell-based, SK-MEL-5, luciferase, single point; SK-MEL-5 TRPM1-promoter luciferase, 24 h; % of positive control, neutral wells = 0; activation, % at 12.5 µM; 0.75% of 300,000 active;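 active = mean activation of at least 80% with every replicate also reaching 80%; inconclusive = mean reaches 80% but some replicate falls short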;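 also: 0% = neutral control wells and 100% = parthenolide positive control wells; values of inactives mirror those of a sister screen read the other way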
HTR5A ag ctr: HTR5A agonists in luminescence cell assay, primary screen, counter-screen for OPRM1-OPRD1 heterodimer agonist project, full-deck HTS. 5-hydroxytryptamine receptor 5A (Homo sapiens), P47898. cell-based. activation, % at 9.3 µM. 0.61% of 340,000 active; in the data active = activation mostly above about 9.5%, no sharp cut-off; inactive = mostly below about 7.6%;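 also: 0% = cells with vehicle only and 100% = reference agonist; strong numbers were not always called active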
dFosB act: activators of delta FosB homodimer, primary screen, biochemical, fluorescence polarization, TAMRA-CDK5 oligo, single point; Protein FosB (Mus musculus), P13346; purified delta FosB; percent of positive-control signal above neutral wells; activation, % at 25 µM; 0.99% of 340,000 active;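 active = mean activation above about 17%, with every replicate also reaching it, limit read from the data, passing the limit was not always enough; inconclusive = only one of the two conditions met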;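 also: fluorescence polarization rise as delta FosB binds a TAMRA Cdk5 AP-1 oligo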
Rtt109 HAT inh: inhibitors of C. albicans Rtt109/Vps75 HAT, primary screen, biochemical, ThioGlo CoA-SH fluorescence, plate reader; Histone acetyltransferase RTT109 (Candida albicans (strain SC5314 / ATCC MYA-2876)), …; purified Rtt109/Vps75, 4 h; inhibition, % at 34.9 µM; 0.16% of 330,000 active;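 active = inhibition of at least 50% in every replicate; inconclusive = best replicate reaches 50% inhibition but some replicates fall short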
RTF Ca sens act: cardiac RTF calcium sensitivity activators, primary screen, biochemical, IANBD-TnC fluorescence, EC20 calcium. Troponin I, cardiac muscle (Homo sapiens) + Troponin T, cardiac muscle (Homo sapiens) + …. IANBD-labeled TnC RTF fluorescence at EC20 calcium; 0% EC20 calcium, 100% full calcium. activation, % at 7.2 µM. 0.24% of 340,000 active. AID 493008, 2010;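 active = activation above the mean over all tested compounds plus 3 SD, cut at about 30% in these data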;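 also: rise in fluorescence read as greater calcium sensitivity of cardiac thin filaments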
SR-BI DiI-HDL act: activators of SR-BI mediated DiI-HDL uptake, primary screen, ldlA[mSR-BI] CHO cells, DiI fluorescence; 3 h; 100 = double the neutral-control signal; activation, % at 12.5 µM; 0.096% of 320,000 active; AID 504775, 2011;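 active = mean replicate activation of at least 60% and every replicate at or above 60%; inconclusive = mean or all-replicate condition met, but not both; inactive = mean below 60% and not all replicates reaching 60%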;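 also: 0% = median plate neutral-control signal and 100% = twice that signal; values of inactives mirror those of a sister screen read the other way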
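Test system: SR-BI-overexpressing, LDLR-lacking CHO cells; Medium: Ham's F12 with 0.5% BSA, HEPES 25 mM, pH 7.4; Schedule: 3 h, 37 °C; Technique: bottom-read fluorescence, 550/595 nm.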
The depositor's hits bear a star.

Screening CN(C)C=Nc1ccc(Cl)c(Cl)c1 returned Wnt bcat act 1, PvdQ inh 1, CDK5 p35 inh -1.1, SR-BI DiI inh -13, MITF TRPM1 HTS 2, HTR5A ag ctr 1, dFosB act -5, Rtt109 HAT inh 4, RTF Ca sens act -4 and SR-BI DiI-HDL act 13.
CSC(=S)N/N=C(\C)c1ccc(Br)cc1 was read as Wnt bcat act -3, PvdQ inh -2, CDK5 p35 inh -1.0, SR-BI DiI inh 22, MITF TRPM1 HTS -17, HTR5A ag ctr 7, dFosB act -17, Rtt109 HAT inh -1, RTF Ca sens act -3 and SR-BI DiI-HDL act -22.
Cc1cc(C)cc(NC(=O)COC(=O)CN=C2NS(=O)(=O)c3ccccc32)c1 was read as Wnt bcat act 0, PvdQ inh -9, CDK5 p35 inh -4.6, SR-BI DiI inh -12, MITF TRPM1 HTS -1, HTR5A ag ctr 6, dFosB act -7, Rtt109 HAT inh 12, RTF Ca sens act 2 and SR-BI DiI-HDL act 12.
For O=C(COc1ccccc1)NC1CCN(Cc2ccccc2)CC1 the results were PvdQ inh 4, CDK5 p35 inh 0.0, SR-BI DiI inh -18, MITF TRPM1 HTS 0, HTR5A ag ctr -1, dFosB act -7, Rtt109 HAT inh 14, RTF Ca sens act 2 and SR-BI DiI-HDL act 18.
OC(c1cccc(Cl)c1)c1nccc2ccccc12 (configuration not stated) was read as Wnt bcat act -1, PvdQ inh 35*, CDK5 p35 inh -0.8, SR-BI DiI inh -3, HTR5A ag ctr -2, dFosB act 1, Rtt109 HAT inh -2, RTF Ca sens act 2 and SR-BI DiI-HDL act 3.
COc1ccc(O)c(/C=N/NC(=S)Nc2cccnc2)c1 was read as Wnt bcat act 2, PvdQ inh -7, CDK5 p35 inh 1.7, SR-BI DiI inh 30, MITF TRPM1 HTS 4, HTR5A ag ctr -2, dFosB act -10, RTF Ca sens act -6 and SR-BI DiI-HDL act -30.
`CCc1ccc(C(=O)COC(=O)c2cccc(N3C(=O)c4c(C)nc5ccccc5c4C3=O)c2)cc1` gave Wnt bcat act 48*, PvdQ inh 1, CDK5 p35 inh 0.0, SR-BI DiI inh 25, MITF TRPM1 HTS -9, HTR5A ag ctr 0, dFosB act -6, Rtt109 HAT inh 11, RTF Ca sens act 2 and SR-BI DiI-HDL act -25.
For CCN(CCCNC(=O)CCNC(=O)Cn1ccc2ccccc2c1=O)c1ccccc1 the results were Wnt bcat act 0, PvdQ inh 9, CDK5 p35 inh 0.5, SR-BI DiI inh 11, HTR5A ag ctr 5, dFosB act -6, Rtt109 HAT inh -7, RTF Ca sens act -4 and SR-BI DiI-HDL act -11.
CC1CC(C)CN(CCCNC(=O)C2CCC(=O)N2C2CCCC2)C1 (configuration not stated) was read as Wnt bcat act -2, PvdQ inh 7, CDK5 p35 inh 0.6, SR-BI DiI inh -6, MITF TRPM1 HTS 1, HTR5A ag ctr 9, dFosB act -2, RTF Ca sens act -3 and SR-BI DiI-HDL act 6.
`O=C(Cc1ccc(Cl)cc1)N/N=C/c1ccncc1` gave Wnt bcat act -2, PvdQ inh -16, CDK5 p35 inh -0.3, SR-BI DiI inh -9, MITF TRPM1 HTS 0, HTR5A ag ctr 2, dFosB act -12, Rtt109 HAT inh -5, RTF Ca sens act 6 and SR-BI DiI-HDL act 9.
Cc1[nH]c2ccccc2c1C(=O)CSc1nncn1C was read as PvdQ inh -4, CDK5 p35 inh 1.7, SR-BI DiI inh 3, MITF TRPM1 HTS -8, HTR5A ag ctr -1, dFosB act -2, Rtt109 HAT inh -15, RTF Ca sens act 10 and SR-BI DiI-HDL act -3.
`O=[N+]([O-])c1ccccc1CSc1nnc2ccccn12` gave Wnt bcat act 5, PvdQ inh 20, CDK5 p35 inh 0.0, SR-BI DiI inh -9, MITF TRPM1 HTS 34, HTR5A ag ctr -2, dFosB act 4, Rtt109 HAT inh 0, RTF Ca sens act 2 and SR-BI DiI-HDL act 9.
`COc1cc(C)nc(N2CCC(C(=O)NCC3CCCO3)CC2)n1` (configuration not stated) gave Wnt bcat act 3, PvdQ inh -16, CDK5 p35 inh 1.6, SR-BI DiI inh -18, MITF TRPM1 HTS -7, HTR5A ag ctr 0, dFosB act -3, Rtt109 HAT inh -38, RTF Ca sens act 2 and SR-BI DiI-HDL act 18.
For CCOc1ccc(OCC)c(NC(=O)C2CCCN(S(=O)(=O)c3c(C)n[nH]c3C)C2)c1 (configuration not stated) the results were Wnt bcat act -2, PvdQ inh -11, CDK5 p35 inh -0.3, MITF TRPM1 HTS -3, HTR5A ag ctr -2, dFosB act 2, Rtt109 HAT inh -7 and RTF Ca sens act -2.
For Cc1ccccc1Cn1nc(C)c(NC(=O)C2(C)CC2(Cl)Cl)c1C (configuration not stated) the results were PvdQ inh -8, CDK5 p35 inh 2.3, SR-BI DiI inh 4, MITF TRPM1 HTS 9, HTR5A ag ctr 3, dFosB act -3, Rtt109 HAT inh -4, RTF Ca sens act 2 and SR-BI DiI-HDL act -4.
Screening FC(F)(F)c1cccc(N2CCN(C(=S)NCC3CCCO3)CC2)c1 (configuration not stated) returned Wnt bcat act -4, PvdQ inh -13, CDK5 p35 inh 0.6, SR-BI DiI inh -5, MITF TRPM1 HTS 1, HTR5A ag ctr 5, dFosB act 0, Rtt109 HAT inh 1, RTF Ca sens act -1 and SR-BI DiI-HDL act 5.
Cc1c(NC(=O)CSc2nc3ccccc3[nH]2)c(=O)n(-c2ccccc2)n1C was read as PvdQ inh -13, CDK5 p35 inh -2.5, SR-BI DiI inh -35, MITF TRPM1 HTS -8, HTR5A ag ctr 2, dFosB act 4, Rtt109 HAT inh -15, RTF Ca sens act -1 and SR-BI DiI-HDL act 35.
`CN(C)CCNC(=O)c1cccc2nc3c(ccc4ccccc43)nc12` gave Wnt bcat act 6, PvdQ inh -11, CDK5 p35 inh 0.3, SR-BI DiI inh -3, HTR5A ag ctr -1, dFosB act 73*, Rtt109 HAT inh 0, RTF Ca sens act -2 and SR-BI DiI-HDL act 3.
For CC(NC(=O)COC(=O)C1=COCCO1)C12CC3CC(CC(C3)C1)C2 (configuration not stated) the results were Wnt bcat act -6, PvdQ inh 1, CDK5 p35 inh -5.0, SR-BI DiI inh -19, MITF TRPM1 HTS -4, HTR5A ag ctr -1, dFosB act -5, Rtt109 HAT inh 0, RTF Ca sens act 8 and SR-BI DiI-HDL act 19.
`Cc1nc(N2CCN(Cc3ccccc3)CC2)nc2c1C(=O)CC(c1ccco1)C2` (configuration not stated) gave PvdQ inh 2, CDK5 p35 inh -0.6, SR-BI DiI inh 45, MITF TRPM1 HTS -10, HTR5A ag ctr -3, dFosB act -1, Rtt109 HAT inh 9, RTF Ca sens act -3 and SR-BI DiI-HDL act -45.
CCCn1c(SCC(=O)NC(C)C)nc2sc3c(c2c1=O)CCC3 was read as Wnt bcat act -3, PvdQ inh -5, CDK5 p35 inh -1.1, SR-BI DiI inh -1, MITF TRPM1 HTS -3, HTR5A ag ctr -4, dFosB act -6, Rtt109 HAT inh 5, RTF Ca sens act -4 and SR-BI DiI-HDL act 1.
C=CCOc1ccc(C=NNc2ccc(S(=O)(=O)Nc3ccccc3C(=O)O)cc2[N+](=O)[O-])cc1OC was read as Wnt bcat act 1, PvdQ inh 6, CDK5 p35 inh 1.0, SR-BI DiI inh -17, MITF TRPM1 HTS 1, HTR5A ag ctr -3, dFosB act -26, Rtt109 HAT inh 12, RTF Ca sens act -9 and SR-BI DiI-HDL act 17.
`O=C(Cc1ccc(F)cc1)Nc1ccccc1N1CCCC1` gave Wnt bcat act -2, PvdQ inh -6, CDK5 p35 inh -1.6, SR-BI DiI inh 15, MITF TRPM1 HTS -4, HTR5A ag ctr -4, dFosB act -12, Rtt109 HAT inh 6 and RTF Ca sens act -2.
`O=C(Nc1ccncc1NC(=O)c1cccc([N+](=O)[O-])c1)c1cccc([N+](=O)[O-])c1` gave Wnt bcat act -2, PvdQ inh -14, CDK5 p35 inh 0.7, SR-BI DiI inh -12, MITF TRPM1 HTS 14, HTR5A ag ctr 1, dFosB act -6, Rtt109 HAT inh 3, RTF Ca sens act -6 and SR-BI DiI-HDL act 12.
`Cc1ccc(S(=O)(=O)c2nc(-c3cccs3)oc2NCc2cccnc2)cc1` gave Wnt bcat act 0, PvdQ inh 4, CDK5 p35 inh 0.1, SR-BI DiI inh -22, MITF TRPM1 HTS 5, HTR5A ag ctr -4, dFosB act -8, Rtt109 HAT inh 0, RTF Ca sens act 1 and SR-BI DiI-HDL act 22.
`O=C1CCN(CCc2ccccc2)CCN1[C@H](COc1ccccc1)Cc1ccccc1` gave Wnt bcat act -4, PvdQ inh -2, CDK5 p35 inh -6.5, SR-BI DiI inh 8, MITF TRPM1 HTS -1, HTR5A ag ctr 7, dFosB act -8, Rtt109 HAT inh -1, RTF Ca sens act 7 and SR-BI DiI-HDL act -8.
Cc1ccc2oc(NC(=O)N3CCOCC3)cc(=O)c2c1 was read as PvdQ inh 6, CDK5 p35 inh 0.4, SR-BI DiI inh -17, HTR5A ag ctr 0, dFosB act -5, Rtt109 HAT inh 20, RTF Ca sens act -7 and SR-BI DiI-HDL act 17.
For O=S(=O)(c1ccc2c(c1)OCCO2)N1CCC(O)(c2ccc(Cl)cc2)CC1 the results were Wnt bcat act -2, PvdQ inh -5, CDK5 p35 inh -4.9, SR-BI DiI inh 17, MITF TRPM1 HTS 8, HTR5A ag ctr -2, dFosB act -5, Rtt109 HAT inh 9, RTF Ca sens act -4 and SR-BI DiI-HDL act -17.
`O=C(CCN1C(=O)C2CCCCC2C1=O)Nc1nc2ccc(F)cc2s1` (configuration not stated) gave Wnt bcat act inconclusive, PvdQ inh 2, CDK5 p35 inh 1.1, SR-BI DiI inh 13, MITF TRPM1 HTS 37, HTR5A ag ctr 5, dFosB act 4, Rtt109 HAT inh 6, RTF Ca sens act -3 and SR-BI DiI-HDL act -13.
`COC(=O)N/N=C/c1cn(CCOc2ccccc2OC)c2ccccc12` gave Wnt bcat act 0, PvdQ inh -7, CDK5 p35 inh 1.8, SR-BI DiI inh 32, MITF TRPM1 HTS -5, HTR5A ag ctr 3, dFosB act -5, Rtt109 HAT inh 1, RTF Ca sens act 0 and SR-BI DiI-HDL act -32.
`CCN(CC)CCNC(=O)C1CCC(=O)N1CCc1ccccc1` (configuration not stated) gave Wnt bcat act -2, PvdQ inh -12, CDK5 p35 inh -1.5, SR-BI DiI inh -1, MITF TRPM1 HTS 0, HTR5A ag ctr 8, dFosB act 3, Rtt109 HAT inh -1, RTF Ca sens act 5 and SR-BI DiI-HDL act 1.
